West Nile virus CPE: West Nile virus antiviral activity, cell-based, CPE readout (AID 1621); West Nile virus-infected cells, CPE inhibition; higher % means a stronger effect; CPE inhibition, % at 10 µM, or IC50 in µM where a hit was titrated; hit rate 0.02% among 290,000; in the data active = a potency from the dose series; inconclusive = CPE inhibition mostly from about 3.7% at the one dose, without a potency; inactive = the rest, 99 in 100 with CPE inhibition below about 2.2%; note: strong numbers were not always called active
SIAH1 antagonists: Siah-1 peptide-binding antagonists, primary screen, biochemical, fluorescence polarization, rhodamine-plectin, uHTS (AID 1817); Siah-1 / rhodamine-plectin peptide fluorescence polarization; higher % means a stronger effect; displacement, % at 20 µM; hits with a dose series show IC50 in µM; hit rate 0.02% among 290,000;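 active = displacement of at least 50% at 20 µM, with a fluorescence ratio check between 0.3 and a set limit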;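 note: plate controls were Siah plus tracer with DMSO for no effect and tracer alone without Siah for full effect; strong numbers were not always called active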
P. falciparum M1AAP: P. falciparum M1AAP inhibitors, biochemical, fluorogenic H-Leu-NHMec substrate, 1536-well (AID 1445); hit rate 0.42% among 220,000; one-dose inhibition, % at 30 µM; IC50 in µM for titrated hits; recombinant M1AAP, H-Leu-NHMec fluorogenic kinetic assay; higher % means a stronger effect;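 active = primary inhibition above the hit cutoff, then over 50% inhibition at one or more dose response concentrations, cut at about 23% in these data, passing the limit was not always enough; inconclusive = conflicting primary data, or primary hits not chosen for dose response; inactive = low primary inhibition, or under 50% at every dose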;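 note: plate controls were DMSO full reaction for no effect and no enzyme background for full effect; strong numbers were not always called active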
Yfh1-off respiration: mitochondrial function rescue without frataxin homolog – Friedreich's ataxia, plus single-dose screen, dose response (AID 1465); S. cerevisiae Yfh1-off respiration, WST-1 reduction, 72 h; higher fold induction means a stronger effect; fold induction at 50 µM, or EC50 in µM where a hit was titrated; hit rate 0.074% among 220,000;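 active = fold induction of absorbance versus untreated yeast above a set limit, then at least 30% activation at any dose in follow-up; inconclusive = repeats straddling the limit, or above it without dose testing; inactive = fold induction below the set limit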;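 note: activators that raise dye reduction in frataxin-depleted yeast; strong numbers were not always called active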
CSM14.1 death rescue: rescue of cells from ER stress-induced death, primary screen, 384-well, CSM14.1, thapsigargin, ATP luminescence (AID 1222) | CSM14.1 thapsigargin-induced death rescue, ATP luminescence; higher % means a stronger effect | cellular ATP content (survival), % at 20 µM, or EC50 in µM where a hit was titrated | 190,000 tested, under 10 active;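 active = EC50 below 50 µM in the dose-response confirmation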;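 note: death triggered by thapsigargin at about 15 µM added after 2 h compound pretreatment; cell ATP read after overnight thapsigargin exposure of roughly 18 to 22 hours; normalized against plate controls of thapsigargin alone and 5% DMSO vehicle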
XIAP displacement: small molecules displacing peptide from XIAP – biochemical, IAP family, fluorescence polarization (AID 1018); XIAP BIR domain, fluorescence polarization peptide displacement; higher % means a stronger effect; hit rate 0.007% among 200,000; displacement, % at 20 µM, or IC50 in µM where a hit was titrated; in the data active = displacement above about 50%; note: a part of the inactive calls stands beside numbers as strong as those of hits
human PMI inhibitors: MPI inhibition at elevated mannose 6-phosphate – biochemical, fluorescence intensity, high mannose 6-phosphate, primary screen (AID 1220) | recombinant PMI enzyme, coupled fluorescence intensity; higher % means a stronger effect | one-dose inhibition, % at 20 µM; IC50 in µM for titrated hits | hit rate 0.66% among 190,000; in the data active = inhibition above about 50%
M17LAP inhibition: P. falciparum M17LAP inhibitors, primary screen, biochemical, fluorogenic H-Leu-NHMec substrate, 1536-well (AID 1619) | inhibition, % at 30 µM; hits with a dose series show IC50 in µM | hit rate 0.38% among 220,000 | recombinant M17LAP, H-Leu-NHMec fluorogenic kinetic assay; higher % means a stronger effect;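 active = compound inhibiting the enzyme by more than half at any dose during confirmatory dose-response retesting; inconclusive = strong single-dose inhibitors picked by rank but not retested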;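 note: plate controls were full reaction with DMSO carrier for no effect and no enzyme background for full effect; strong numbers were not always called active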
PhoP inhibition: inhibitors of PhoP regulon expression, primary screen, Salmonella Typhimurium, GFP reporter (AID 1863); hit rate 0.16% among 300,000; S. Typhimurium PhoP-regulated promoter GFP reporter, 4 h; higher % means a stronger effect; inhibition, % at 50 µM; hits with a dose series show IC50 in µM;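 active = inhibition over 29.93%, a cutoff 3 SD above the screen mean, later confirmed by dose response; inconclusive = inhibition over 29.93% but no dose response follow-up; inactive = inhibition at most 29.93% or unconfirmed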;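 note: 0% = low Mg2+ inducing control and 100% = high Mg2+ repressing control; strong numbers were not always called active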
Starred values were filed as active, the others as inactive; i = inactive; ? = inconclusive; · = not tested or not shown.

Every second line gives: West Nile virus CPE, SIAH1 antagonists, P. falciparum M1AAP, Yfh1-off respiration, CSM14.1 death rescue, XIAP displacement, human PMI inhibitors, M17LAP inhibition, PhoP inhibition
1: CC1(C)CN2C(=S)N(c3ccccc3)C(c3ccccc3)N2C1 (stereo unspecified)
  -0.3%, 0%, 8%, i, -0.9%, -5.0%, 9%, -2%, 0%
2: CC1(C)CNc2cc([N+](=O)[O-])ccc2S1
  -0.9%, -1%, 6%, i, 0.0%, -6.1%, 5%, 4%, 7%
3: CCOC(=O)N1CCC(Nc2ncnc3c2cnn3-c2ccc(Cl)cc2)CC1
  1.0%, -4%, 1%, i, -3.2%, 0.2%, 11%, 20%, -5%
4: CC(C)Oc1cccc(OCCN2C(=O)c3ccccc3C2=O)c1
  0.0%, 9%, 8%, i, -0.8%, -4.0%, -3%, 2%, 0%
5: Cc1onc(-c2ccccc2Cl)c1C(=O)NC1CCS(=O)(=O)C1 (stereo unspecified)
  -0.1%, 5%, -2%, i, -0.6%, -4.4%, 3%, -6%, -10%
6: Cn1c(Cn2c(=O)sc3ccccc32)nnc1SCC(=O)NCc1ccc(F)cc1
  -0.2%, 14%, -7%, i, -0.7%, -0.4%, 0%, -5%, 3%
7: COC(=O)c1sccc1NC(=O)c1cc(-c2ccc(C)cc2C)nc2ccccc12
  0.5%, 0%, -8%, i, 6.5%, -1.7%, 8%, -3%, -2%
8: CC(C)OCCCNC(=S)Nc1ccc(S(N)(=O)=O)cc1
  -0.6%, -6%, 6%, i, -0.8%, -0.1%, 6%, -8%, -5%
9: COc1ccccc1NC(=O)Nc1nnc(CC(=O)Nc2cccc(C)c2)s1
  0.2%, 2%, -2%, i, ·, ·, ·, -8%, 6%
10: O=c1oc2ccccc2c2c1ncn2CCN1CCOCC1
  0.4%, 0%, 4%, i, 1.3%, -3.5%, -5%, 4%, -3%
11: CCc1cccc(OC2OC(CO)C(O)C(O)C2NC(C)=O)c1 (stereo unspecified)
  0.2%, 13%, 2%, i, -0.4%, -5.2%, -4%, 2%, 3%
12: COc1nccnc1NS(=O)(=O)c1ccc(NC(=S)NC(=O)c2ccccc2F)cc1
  -0.2%, 2%, 10%, i, 1.1%, -3.9%, -1%, 40%, 4%
13: CCc1ccc(NC(=O)C(C)OC(=O)C2CCC(=O)N2)cc1 (stereo unspecified)
  0.8%, -6%, -1%, i, -1.8%, 0.1%, -1%, -6%, 2%
14: CC(C)c1nnc(-c2ccc(Cl)cc2)c(N(C)C)n1
  -1.0%, 4%, 2%, i, -0.8%, -1.2%, 7%, 7%, 2%
15: CCCn1nnc(NC(=O)c2sc3ccccc3c2Cl)n1
  -0.1%, 2%, 8%, i, -4.1%, 0.2%, 5%, 11%, -3%
16: COc1cccc(/C=C/C(=O)OCC(=O)Nc2cccc(S(=O)(=O)N3CCCCC3)c2)c1OC
  0.3%, 13%, 5%, i, -1.0%, -5.2%, -3%, 1%, 0%
17: COc1ccc(/C(O)=C2/C(=O)C(=O)N(CCCN(C)C)C2c2ccccc2)cc1Cl (stereo unspecified)
  0.1%, 2%, 8%, ·, 0.5%, -18%, -2%, -3%, -8%
18: CC(NS(=O)(=O)c1ccc(CCC(=O)N2CCN(C)CC2)cc1)c1ccccc1 (stereo unspecified)
  -0.4%, 2%, 4%, i, -0.5%, -4.4%, 6%, -3%, 13%
19: CC1=C/C(=N\OS(=O)(=O)c2ccccc2)C=CC1=O
  ·, 73%, 5%, ·, -2.8%, -9.1%, 2.7µM*, 0%, 6%
20: Cc1ccn2c(CN3CCOCC3)c(-c3ccccc3)nc2c1
  -0.1%, -2%, 5%, i, 2.0%, -3.2%, 11%, 16%, -6%
21: COc1ccc(Nc2cc(Cl)nc(N)n2)cc1
  -0.2%, -4%, 4%, i, -5.4%, -5.8%, 13%, 29%, 2%
22: COC(=O)Cn1c(CCS(=O)(=O)c2ccc(C)c(C)c2)nc2ccccc21
  0.8%, 2%, -1%, i, -2.1%, -3.0%, 10%, -4%, -2%
23: N#Cc1c(N)nc(Sc2ccc(Cl)cc2)c(C#N)c1-c1ccccc1Cl
  -0.4%, 1%, 8%, i, ·, ·, ·, -2%, -3%
24: CCOC(=O)c1c(C)c(C(=O)NCc2ccco2)c(C)n1Cc1ccccc1
  1.5%, 0%, 4%, i, -0.3%, -6.1%, 11%, 1%, -5%
25: COc1ccc(OC)c(NC(=O)CSc2nnc(CNC(=O)COc3ccc(Cl)cc3)o2)c1
  0.3%, -7%, 1%, i, -2.2%, -2.6%, 12%, 20%, 4%
26: CCc1ccccc1NC(=S)NCCSc1ccc(Cl)cc1
  -1.4%, 11%, 4%, i, -0.5%, -3.2%, -7%, -12%, -5%
27: Cn1c(-c2ccc3c(c2)OCO3)cnc1NCc1ccccc1
  -0.6%, 6%, 13%, i, -0.8%, -2.5%, 6%, -2%, -6%
28: CNS(=O)(=O)c1cnccc1N1CCN(c2cccc(Cl)c2)CC1
  0.2%, -3%, 1%, i, -3.3%, -2.8%, 11%, 14%, -3%
29: CCC(NC(C)C)C(O)c1ccc(O)c(O)c1 (stereo unspecified)
  0.6%, 9%, 8%, i, -1.3%, -15%, 61%*, -11%, 1%
30: O=C(Nc1nnc(SCC(=O)N2CCOCC2)s1)c1ccccc1
  -0.1%, 15%, 9%, i, -1.5%, -3.4%, -17%, 2%, -11%
31: CCN=C(NCC)SC1CC(=O)N(c2ccc(OCC)cc2)C1=O (stereo unspecified)
  -0.3%, 2%, 2%, i, 0.6%, -6.3%, -2%, 2%, -11%
32: COc1ccccc1NC(=O)c1nn(C)cc1Br
  0.4%, 2%, 5%, i, 0.2%, 0.1%, 8%, 3%, 7%
33: COCC(=O)OCC(=O)Nc1ccc(Cl)cc1[N+](=O)[O-]
  -1.5%, -5%, 5%, i, -1.3%, -8.0%, 0%, 2%, -8%
34: C/C(=N\NC(=S)NCc1ccccc1)c1ccc2ccccc2c1
  -1.3%, 2%, 2%, i, -1.6%, -6.8%, 3%, -2%, 5%
35: COc1cccc(N(CC(=O)O)S(=O)(=O)c2ccccc2)c1
  0.9%, 2%, -4%, i, -1.7%, -8.3%, -7%, 13%, -8%
36: CC1CCCCC1NC(=O)CN1C(=O)NC(Cc2ccccc2)(Cc2ccccc2)C1=O (stereo unspecified)
  ·, 3%, 6%, ·, 3.6%, 0.2%, 6%, 5%, -10%
37: CCn1c(SCC(=O)NC2CCS(=O)(=O)C2)nnc1-c1ccccc1 (stereo unspecified)
  -0.9%, 16%, -3%, i, 0.0%, -0.2%, -3%, -8%, 7%
38: COC(=O)c1nc(C(=O)OC)c(C(=O)OC)nc1C(=O)OC
  -0.2%, 2%, 1%, i, 0.6%, 2.7%, 3%, -4%, -8%
39: c1ccc(-n2nnnc2Oc2ccc(-n3ccnc3)cc2)cc1
  ?, 4%, 1%, i, 6.8%, -0.9%, -2%, -6%, 4%
40: Oc1[nH]c2ccccc2c1C=Nc1ccc2c(c1)OCO2
  -0.5%, -6%, 8%, i, -2.9%, 1.5%, 9%, 1%, 9%
41: O=C(Nc1c(Cl)cc(Cl)cc1C(=O)NCCN1CCOCC1)c1ccc(Cl)cc1Cl
  -0.3%, 12%, -4%, i, -1.5%, -5.7%, -2%, 5%, 3%
42: CCn1c2ccccc2c2nc3ccccc3nc21
  1.5%, 2%, 9%, i, 0.3%, 4.5%, 8%, 1%, 4%
43: Cc1ccc(NC(=O)CSc2ncnc3ccccc23)cc1S(=O)(=O)N1CCCCC1
  -1.0%, 2%, 5%, i, 0.1%, -0.8%, 3%, 10%, -4%
44: c1ccc(Cn2c(SCCN3CCOCC3)nnc2-c2cccnc2)cc1
  -0.4%, 2%, -5%, i, -0.7%, -13%, 0%, 0%, 11%
45: C/C(=N/OC(=O)C1CC12CCC2)c1ccc(Br)cc1 (stereo unspecified)
  0.9%, 2%, 7%, i, -1.9%, -4.0%, 3%, -2%, 2%
46: Cc1ccc(C(=O)OCC(=O)NCc2ccco2)s1
  -0.3%, 0%, 3%, i, -1.9%, -8.8%, -4%, 8%, 2%
47: C=CCn1c(SCc2c(C)noc2C)nc2sc3c(c2c1=O)CCCC3
  ?, 2%, 13%, i, 0.1%, -6.3%, 12%, -1%, -2%
48: CN(C)S(=O)(=O)c1cccc(C(=O)Nc2ccccc2[N+](=O)[O-])c1
  ?, 1%, 7%, i, 1.5%, -7.3%, -1%, -2%, -5%
49: Cc1ccccc1CN(c1ccc(C(=O)Nc2ccccc2C(=O)NCc2ccco2)cc1)S(C)(=O)=O
  0.1%, -4%, 2%, i, 1.0%, -6.9%, 0%, -4%, 2%
50: CCOC(=O)Cc1csc(NS(=O)(=O)c2ccc(F)cc2)n1
  0.4%, 4%, 8%, i, 0.7%, -5.1%, -4%, 21%, -6%

Next section
Every second line gives: West Nile virus CPE, SIAH1 antagonists, P. falciparum M1AAP, Yfh1-off respiration, CSM14.1 death rescue, XIAP displacement, human PMI inhibitors, M17LAP inhibition, PhoP inhibition
51: N#Cc1ccccc1Sc1ccccc1C(=O)Nc1ccc(Br)cc1
  ·, -3%, 5%, ·, -0.8%, -3.4%, 17%, 14%, -4%
52: COc1ccc([C@H]2[C@@H](C#N)[C@H](C#N)N3CCCN23)cc1
  0.0%, -8%, 3%, i, 1.3%, -1.2%, 10%, -1%, -1%
53: COc1ccccc1N1CCN(C(=O)CCNS(=O)(=O)c2ccc3c(c2)CCC(=O)N3)CC1
  0.5%, -3%, -2%, i, ·, 0.4%, -46%, -9%, 24%
54: CCOC(=O)C1C(=O)CC(C)(O)C(C(=O)OCC)C1c1ccc(Br)o1 (stereo unspecified)
  -0.4%, 0%, -3%, i, 0.6%, -6.9%, -6%, -7%, 26%
55: COc1ccc(COc2cc(-c3cccc(OC)c3)nc3ccc(NC(C)=O)cc23)cc1
  0.2%, 3%, 4%, i, -1.4%, -6.3%, 15%, -87%, 2%
56: N=C1C(c2ccccc2)=C(O)CN1c1cccc(S(=O)(=O)NCc2ccco2)c1
  0.4%, 6%, 3%, i, ·, ·, ·, 15%, 0%
57: CC(=O)c1ccc(N2CCN(C(=O)c3cc(-c4cccnc4)nc4ccc(Br)cc34)CC2)cc1
  0.7%, 3%, 2%, i, 11%, -3.9%, 19%, 2%, 7%
58: COc1cccc(C(=O)Nc2cccc(C(C)=O)c2)c1
  -0.2%, -5%, -1%, i, -4.0%, -2.1%, 2%, -2%, 9%
59: COc1ccccc1NC(=O)/C=C/c1ccc(OC)c(S(=O)(=O)N2CCOCC2)c1
  -0.4%, -1%, 1%, i, 0.7%, -2.7%, 4%, 5%, 4%
60: CC(C)C(=O)N1CCC2(CC1)Oc1ccc(F)cc1C(=O)C21CC(c2cccnc2)=NO1 (stereo unspecified)
  -0.1%, 15%, 6%, i, ·, ·, ·, 0%, -5%

Screening results: PubChem BioAssay, several laboratories
